bIAP act = increases bovine intestinal alkaline phosphatase activity. purified bovine IAP, CDP-star luminescence, 30 min; hits give high values; fold of DMSO-control signal, blank-subtracted. activation factor at 20 µM. hit rate 0.17% among 200,000. AID 1016;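 active = activation factor of 2 or more at 20 µM, a signal rise over negative controls twice the positive control's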
Diaph act CS = counter-screen for diaphorase-based assays: diaphorase activators and chemical reducers | activation factor at 20 µM | AID 1229 | hit rate 0.005% among 190,000 | Diaphorase/resazurin coupled assay, resorufin fluorescence, 16 min; hits give high values; 1 = vehicle wells, 0 = NADH-free wells;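 active = diaphorase activity raised at least twofold by the compound at 20 µM; inactive = activation factor below 2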
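System – purified diaphorase enzyme from Clostridium kluyveri · Input – enzyme 0.07 U/mL final · Also added – final NADH 0.114 mM, resazurin 0.1 mM · Measured by – fluorescence of resorufin, 544 nm excitation, 590 nm emission · Timing – 16 min enzyme reaction, ambient temperature · Measure – resorufin increase flagging diaphorase activators or reducers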
TNAP act hi DEA = increases human TNAP activity under high phosphate acceptor concentration. P05186. purified TNAP, CDP-star luminescence, 1 M DEA, 30 min; hits give high values; 0 = EDTA background, 1 = DMSO-only activity. activation factor at 20 µM. 200,000 tested, under 10 active;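 active = activation factor at least 2 at 20 µM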
Target sequence (P05186 whole entry, looked up): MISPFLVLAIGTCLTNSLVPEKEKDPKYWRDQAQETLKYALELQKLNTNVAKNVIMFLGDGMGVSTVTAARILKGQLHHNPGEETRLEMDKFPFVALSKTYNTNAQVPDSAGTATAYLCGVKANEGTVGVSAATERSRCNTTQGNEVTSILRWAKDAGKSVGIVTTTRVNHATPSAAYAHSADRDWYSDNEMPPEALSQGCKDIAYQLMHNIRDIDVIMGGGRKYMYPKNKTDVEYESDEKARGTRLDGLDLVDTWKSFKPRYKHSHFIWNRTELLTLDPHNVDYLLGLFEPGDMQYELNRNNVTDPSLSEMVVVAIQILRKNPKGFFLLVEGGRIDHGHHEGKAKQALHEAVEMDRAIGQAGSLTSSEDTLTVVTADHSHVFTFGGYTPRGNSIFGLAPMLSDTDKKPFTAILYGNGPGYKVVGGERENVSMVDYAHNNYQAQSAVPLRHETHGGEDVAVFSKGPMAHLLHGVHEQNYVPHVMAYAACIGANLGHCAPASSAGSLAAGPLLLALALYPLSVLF
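Control set: EDTA negative control, DMSO positive control / Assay system: human TNAP / Quantity: TNAP 1/800 final / Evaluation: TNAP activation factor scaled between EDTA and DMSO control wells / Measured by: luminescent substrate turnover signal / Compound dosing: one dose, 20 µM / Times: 30 min enzyme reaction at room temperature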
TNAP inh no acc = TNAP (human) inhibition, acceptor-free conditions. P05186. purified TNAP, CDP-star luminescence, 30 min. inhibition, % at 20 µM. hit rate 0.26% among 200,000. AID 1012;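 active = tissue-nonspecific alkaline phosphatase inhibition above about 50% at 20 µM in the single-dose screen, limit read from the data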;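 note: 0% = DMSO negative control and 100% = EDTA positive control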
Diaph inh CS = counter-screen for diaphorase-based assays: diaphorase inhibitors and chemical oxidizers; diaphorase resazurin-to-resorufin fluorescence, NADH, 16 min; bacterial (C. kluyveri) enzyme, not human; inhibition, % at 20 µM; hit rate 0.69% among 190,000; AID 1217;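 active = primary screen inhibition at 20 µM above a set limit, cut at about 50% in these data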;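 note: plate controls were DMSO with full reaction for no effect and wells lacking NADH for full effect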
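Benchmarks: positive control wells lacking NADH, neutral wells with DMSO only. System: bacterial diaphorase enzyme (C. kluyveri). Input: 0.14 U/mL diaphorase, enzyme working solution. Detection: resorufin fluorescence, excitation 544 nm, emission 590 nm. Times: 16-min room-temperature incubation before reading.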
PMI act = activators of human phosphomannose isomerase; hit rate 0.005% among 190,000; purified human PMI, coupled resazurin fluorescence, 20 min; hits give high values; 1 = vehicle control, 0 substrate-free wells; activation factor at 20 µM;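 active = activation factor of 2 or more at 20 µM, relative to plate controls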
Target sequence (P34949 whole entry, looked up): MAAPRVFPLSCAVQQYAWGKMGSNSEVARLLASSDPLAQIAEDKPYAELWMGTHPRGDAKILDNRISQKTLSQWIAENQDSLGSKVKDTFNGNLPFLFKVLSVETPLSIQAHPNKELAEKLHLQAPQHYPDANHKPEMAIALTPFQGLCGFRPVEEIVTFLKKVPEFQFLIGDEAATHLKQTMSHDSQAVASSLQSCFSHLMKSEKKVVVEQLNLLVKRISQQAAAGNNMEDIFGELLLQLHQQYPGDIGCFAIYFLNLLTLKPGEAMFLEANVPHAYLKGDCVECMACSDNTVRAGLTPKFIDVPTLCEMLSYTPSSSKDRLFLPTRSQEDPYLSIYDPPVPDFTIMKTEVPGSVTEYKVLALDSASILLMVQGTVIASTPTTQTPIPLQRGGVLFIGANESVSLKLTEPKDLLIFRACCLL
TNAP inh hi DEA = inhibitors of human TNAP at high phosphate acceptor concentration. purified TNAP, CDP-star luminescence, 1 M DEA. inhibition, % at 20 µM. hit rate 0.03% among 200,000. AID 1135;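 active = over 50% inhibition of tissue-nonspecific alkaline phosphatase at 20 µM in the single-dose screen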;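 note: plate controls were DMSO wells for no effect and EDTA-quenched wells as full inhibition for full effect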
bIAP inhibitor = intestinal alkaline phosphatase (bovine) inhibition; 190,000 tested, under 10 active; inhibition, % at 20 µM; purified bovine IAP, CDP-star luminescence, 30 min;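 active = over 50% inhibition of intestinal alkaline phosphatase at 20 µM in the single-dose screen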
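Incubation: 30 min reaction at room temperature / Material: purified bovine intestinal alkaline phosphatase (IAP) enzyme / Input: enzyme at 1/65,000,000 dilution / Dosing: 20 µM single dose / Signal: CDP-star luminescence signal / Reagent: CDP-star chemiluminescent phosphatase substrate, 30 µM final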
PMI act satM6P = activators of human phosphomannose isomerase at near-saturating mannose 6-phosphate. coupled PMI enzyme assay, resazurin fluorescence, 20 min; hits give high values; 1 = untreated enzyme, 0 = substrate-free blank. hit rate 0.34% among 190,000. activation factor at 20 µM. P34949;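 active = activation factor of 2 or more at 20 µM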
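test system = human PMI in coupled enzyme assay | medium = HEPES-buffered pH 7.4 with magnesium and detergent | also added = 1.0 mM mannose-6-phosphate substrate with 0.22 mM NADP+ | compound = 20 µM single dose | times = 20 min incubation at room temperature | measured by = resorufin fluorescence (Ex 544/Em 590 nm) from resazurin via diaphorase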
L major viab = inhibitors of Leishmania major promastigote growth | Leishmania major promastigotes, resazurin fluorescence viability | hit rate 9% among 200,000 | inhibition, % at 10 µM; in the data active = inhibition above about 50%;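 note: promastigotes grown with compound for 44 hours at 28 °C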
The depositor's hits bear a star; x = not tested or not shown.

1. CCn1ncc(Br)c1C(=O)Nc1cc([N+](=O)[O-])ccc1C
2. O=S(=O)(NCc1ccco1)c1ccc(S(=O)(=O)N2CCCC2)cc1
3. O=C(NCc1ccccn1)/C(=N/O)c1ccccc1
4. O=C(COC(=O)c1ccc2[nH]c3c(c2c1)CCCC3)Nc1ccccc1
5. O=C(Cc1cccc2ccccc12)NCCC1=CCCCC1
6. COC(=O)Cn1c2ccc(F)cc2c2nc(C)sc21
7. Cc1ccc(S(=O)(=O)C2C(=O)N(C)C3(C)CC2c2ccccc2O3)cc1C (centres undefined)
8. COc1ccc(CN=C2NN=C(c3ccc(Cl)cc3)CS2)cc1

Screen / compound no.,1,2,3,4,5,6,7,8
bIAP act,1,1.1,1,0.5,1,1,0.8,0.8
Diaph act CS,0.9,x,0.8,0.9,0.9,0.9,0.8,0.9
TNAP act hi DEA,1.1,1.1,1.1,1,1,1,1,1
TNAP inh no acc,-4,-9,-14,-1,-13,3,-2,-12
Diaph inh CS,10,x,20,11,13,13,16,12
PMI act,1.1,x,0.9,1,0.8,1,0.9,1
TNAP inh hi DEA,-7,-5,-8,-3,0,-5,-2,-5
bIAP inhibitor,3,-10,3,x,-4,2,19,17
PMI act satM6P,1,x,1,1,0.9,0.7,1,1
L major viab,-3,5,-2,88*,38,-2,10,13

9. O=C1CC(=O)N(c2cccc(F)c2)N1
10. COc1ccc(N2CCN(Cc3nc(N)nc(Nc4ccccc4OC)n3)CC2)cc1
11. COC(=O)c1[nH]c2ccccc2c1NC(=O)c1ccccc1[N+](=O)[O-]
12. COc1ccccc1S(=O)(=O)Cc1ccc(C(=O)N2CCN(c3cccc(Cl)c3)CC2)o1
13. Cc1ccccc1N=CC1=C(O)c2ccccc2C1=O
14. CCOc1ccccc1C(=O)Nc1ccc(S(=O)(=O)N2CCOCC2)cc1
15. CC(C)NC(=O)NC(=O)COC(=O)c1cc[n+]([O-])cc1
16. Cc1nc(-c2ccccc2)sc1C(=O)NN

Screen / compound no.,9,10,11,12,13,14,15,16
bIAP act,0.9,1.1,1.2,1,0.9,0.9,1.1,1
Diaph act CS,0.9,0.8,0.9,0.8,0.9,0.9,0.9,0.8
TNAP act hi DEA,1,1,1,1,1,1,1,1
TNAP inh no acc,-2,-6,-3,-1,5,-5,-9,-1
Diaph inh CS,5,16,10,21,10,14,5,21
PMI act,1.3,0.8,1.1,0.9,0.9,0.9,1,1.2
TNAP inh hi DEA,-4,-4,4,-4,3,-1,3,-2
bIAP inhibitor,9,-8,-18,1,6,8,-8,-2
PMI act satM6P,1.2,0.8,1,0.9,0.8,0.9,1,1.1
L major viab,-10,5,-1,1,-1,12,-1,-3

17. COc1ccc(NC(=O)CSc2nnc(-c3ccccc3)n2Cc2ccco2)c(OC)c1
18. CC(C)c1nc(SCC(=O)N2CCc3ccccc32)n[nH]1
19. COc1cccc(OC)c1OCCCCN1CCC(Cc2ccccc2)CC1
20. CCCc1nc2oc3c(N4CCNCC4)ncnc3c2c2c1CCCC2
21. CCNS(=O)(=O)c1ccc(NC(=O)c2cncc(Br)c2)cc1
22. COC(=O)c1cc(COc2ccc3oc(C)c(C(=O)OC)c3c2)c(C)o1
23. COc1ccc(C2/C(=C(\O)c3cccc(OC)c3)C(=O)C(=O)N2c2ccccn2)cc1 (centres undefined)
24. NS(=O)(=O)c1ccc(S(=O)(=O)N(Cc2ccccc2F)CC2CCCO2)cc1 (centres undefined)

Screen / compound no.,17,18,19,20,21,22,23,24
bIAP act,1,1,1,1.1,1,1,0.9,0.8
Diaph act CS,0.9,1,0.9,0.9,0.8,0.8,1.1,0.9
TNAP act hi DEA,0.9,1,1.1,1,1,1.1,1,1
TNAP inh no acc,-4,-6,-10,-1,-15,-5,-4,-10
Diaph inh CS,6,3,11,6,19,21,-7,8
PMI act,1,1,1.1,0.9,0.9,1,1.1,1
TNAP inh hi DEA,5,-2,-7,1,-1,-6,-5,-3
bIAP inhibitor,-3,0,-4,-15,-1,-2,6,23
PMI act satM6P,1,1,1.1,1,0.9,1,1.1,1
L major viab,7,2,89*,x,50*,2,-4,1

Next part, starting with the last three of the part before.
22. COC(=O)c1cc(COc2ccc3oc(C)c(C(=O)OC)c3c2)c(C)o1
23. COc1ccc(C2/C(=C(\O)c3cccc(OC)c3)C(=O)C(=O)N2c2ccccn2)cc1 (centres undefined)
24. NS(=O)(=O)c1ccc(S(=O)(=O)N(Cc2ccccc2F)CC2CCCO2)cc1 (centres undefined)
25. COc1ccc(/C=N/NC(=O)C2c3ccccc3Oc3ccccc32)c(OC)c1
26. O=C(c1ccc(Cl)cc1)C1CCN(C(=O)C2CC2)CC1
27. COc1cccc(/C=N/Nc2nnc(C)n2N)c1OCc1ccccc1Cl
28. CCn1c(SCC(=O)Nc2ccc(Cl)cc2)nnc1C1CC1
29. Cc1ccc(-n2c(C)cc(/C=N/NC(=O)c3ccncc3)c2C)cc1
30. O=c1[nH]c2ccccc2n1C1CCCCC1
31. CC(=O)c1cnc2nc(C(F)(F)F)nn2c1C
32. CCN(CC)c1cc(NCCO)c([N+](=O)[O-])c2nonc12

Screen / compound no.,22,23,24,25,26,27,28,29,30,31,32
bIAP act,1,0.9,0.8,0.9,1,1,0.8,1.1,0.9,0.9,0.9
Diaph act CS,0.8,1.1,0.9,1,0.9,1.1,0.9,0.9,0.9,0.9,0.7
TNAP act hi DEA,1.1,1,1,1,1,0.9,1,1,1,1,1
TNAP inh no acc,-5,-4,-10,-16,-9,-1,-4,-17,1,-1,3
Diaph inh CS,21,-7,8,-2,9,-8,12,10,12,8,30
PMI act,1,1.1,1,0.9,0.9,1.3,1.1,0.9,0.9,1,0.6
TNAP inh hi DEA,-6,-5,-3,-2,-3,5,-1,1,-2,-2,1
bIAP inhibitor,-2,6,23,8,0,-3,23,-13,9,6,14
PMI act satM6P,1,1.1,1,1,1,1.6,1,0.9,0.9,1,0.4
L major viab,2,-4,1,-2,0,6,-4,-4,2,1,5

33. CC(=O)c1cc(C(=O)N2CCCC(CCC(=O)N(C)CCc3ccccn3)C2)cs1 (centres undefined)
34. O=C(O)CC(NC(=O)c1ccncc1)c1ccccc1 (centres undefined)
35. Nn1c(Nc2ccccc2)nc2ccccc2c1=O
36. COc1ccc(S(=O)(=O)N2CCCCC2)cc1NC(=O)C1CCCO1 (centres undefined)
37. O=C(NCCc1ccccn1)c1ccc(OC(F)F)cc1
38. CCOC(=O)N1CCN(C(=O)CSCC(=O)Nc2nc(-c3ccc(OC)cc3)cs2)CC1
39. Cc1cccc(C)c1N(CC(=O)N1CCN(C)CC1)S(C)(=O)=O
40. COc1ccc(C(=O)N2CCN(c3ccc([N+](=O)[O-])c(-n4nc(C)cc4C)c3)CC2)cc1

Screen / compound no.,33,34,35,36,37,38,39,40
bIAP act,0.8,1.1,0.9,1.1,0.9,0.9,0.8,0.9
Diaph act CS,1,0.9,0.8,1,0.9,0.8,0.9,0.9
TNAP act hi DEA,1,1,1,1,1,1.1,1.1,0.9
TNAP inh no acc,-12,-7,-10,-9,-4,-14,-5,-5
Diaph inh CS,4,8,22,-2,13,24,8,12
PMI act,1,0.9,0.9,1,1.1,0.9,1,0.9
TNAP inh hi DEA,-5,-4,-4,2,-2,-5,-8,7
bIAP inhibitor,16,-9,11,-12,8,11,22,14
PMI act satM6P,1,0.8,0.9,1,1,0.9,1.1,0.9
L major viab,12,-6,0,-2,-9,-1,2,1

41. CCC(C)(C(=O)NC1CCCCC1)N(C(=O)c1ccccn1)c1ccccc1 (centres undefined)
42. O=C(NCCCn1ccnc1)C(=O)c1c[nH]c2ccccc12
43. CCOCCCN1C(=O)CN(C2CCCCC2)C(=O)C1c1ccc(OCC)c(OC)c1 (centres undefined)
44. CC(C)(C)SCCNS(=O)(=O)c1ccccc1
45. Cc1cccc(C(=O)OCC(=O)Nc2ccc(N3CCCCC3)cc2)c1O
46. CCN(CCO)c1nc(SC)nc2c1sc1nc(-c3ccco3)c3c(c12)CCC3
47. COC(=O)c1[nH]c(C)c(/C(O)=C2\C(=O)C(=O)N(CCN(C)C)C2c2cccs2)c1C (centres undefined)
48. CN1C(=O)C(Cl)(Cl)C(=O)c2ccccc21

Screen / compound no.,41,42,43,44,45,46,47,48
bIAP act,1,1.1,1.1,0.9,1,1,1,1
Diaph act CS,0.8,1.2,0.9,1.1,1,0.6,1,0.2
TNAP act hi DEA,1,1,1,1.1,0.9,1,1,1
TNAP inh no acc,-10,1,-6,-11,-1,-4,-11,-2
Diaph inh CS,15,-22,12,-6,1,42,2,76*
PMI act,0.9,0.9,0.8,1.1,0.9,1,1.1,0.2
TNAP inh hi DEA,-4,-1,-2,-5,5,-2,-4,-1
bIAP inhibitor,0,-14,-6,11,2,1,4,-3
PMI act satM6P,0.9,0.9,0.8,1.1,1,1,1,0.3
L major viab,-1,-5,-6,-4,-2,2,-9,-15
